HTT aggregate: inhibitors of mutant huntingtin aggregate formation in PC12 cells | PC12 HttQ103-GFP aggregates, Acumen cytometry, 40 h | actives 1.1% (n = 220,000) | Potency, µM (highest dose often 46.1 µM), for inactives: at the highest dose activity change, negative = inhibition, usual class: inhibitors; also: % is scaled to controls: 0 for no effect and ±100 for the full control effect; nearly all actives have a fitted effect of over 60% in size
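Compounds (qHTS titration) were added to PC12 cells expressing an ecdysone-driven HTT exon 1 Q103–GFP fusion after induction with 100 nM tebufenozide. Aggregate formation was measured as GFP objects in cell lysates.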
GAA inh: alpha-glucosidase (human) inhibition; P10253; purified human GAA, 4-MU-alpha-glucoside fluorescence; Potency, µM (series often up to 76.9 µM), without a hit: top-dose activity change, negative = inhibition, most hits filed as inhibitors; actives 0.005% (n = 200,000);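 also: plate controls were uninhibited enzyme wells for no effect and no-enzyme background for full effect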
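Endpoint fluorogenic read: 20 min room-temperature reaction of 4 nM human alpha-glucosidase with 400 uM 4-methylumbelliferyl-alpha-D-pyranoside, pH 5.0, quenched with 1M NaOH/1M glycine pH 10. AC50 from Hill modeling.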
HTT cytoprotect: Huntington cell model cytoprotection by ATP luminescence; Potency, µM (highest dose often 56.4 µM), inactives show cytoprotection (ATP increase), most hits filed as activators; PC12 HTT-Q103 induced, cytoprotection, ATP luminescence, 40 h; actives 0.14% (n = 230,000);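 also: % of control where 0% means no effect; nearly all actives have a fitted effect of over 45% in size; toxic huntingtin expression switched on by the ecdysone agonist tebufenozide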
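Readout: ATPlite luminescence (ATP level). Model: stable PC12, inducible Htt exon1 Q103-GFP. Inducer: tebufenozide, 100 nM final. Compounds: dose series. No G418 in medium.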
GAA glycogen mod: alters human alpha-glucosidase cleavage of glycogen | P10253 | recombinant GAA, glycogen substrate, Amplex Red glucose oxidase fluorescence | Potency, µM (series often up to 76.4 µM), for inactives: top-dose activity change, negative = inhibition, usual class: inhibitors | actives 0.38% (n = 300,000);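 also: 0% = full enzyme reaction and -100% = no-enzyme basal signal; the screen sought inhibitors and activators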
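Recombinant human alpha-glucosidase (4 nM final) hydrolysed bovine liver glycogen (30 ug) for 40 min at 37 C in pH 5.0 citrate/phosphate with 0.01% Tween-20. Released glucose detected by glucose oxidase/Amplex Red, Ex 573/Em 610 nm. Compounds up to 77 uM; AC50 from Hill fits.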
IMPase Li cell: IMPase inhibition in cells with lithium potentiation | CHO-M1 cells, IP1 TR-FRET (IP-One), carbachol + lithium | actives 0.35% (n = 210,000) | AID 1457 | Potency, µM (series often up to 59.4 µM), for the others: at the top dose activity, negative = IMPase inhibition, usual class: inhibitors;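 also: IP1 builds up when IMPase is blocked and the TR-FRET signal falls; plate controls were basal vehicle for no effect and high inhibitor control for full effect; nearly all actives have a fitted effect of over 50% in size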
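CHO-M1, 2000 cells/well, 16–30 h culture; cpd + low Li+, 30 min 37C; lysis with d2-IP1/Eu-anti-IP1 Ab, 10 min RT; TR-FRET 665/620 ratio and 620 channel; AC50 via Hill.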
GAA spleen mod: lysosomal alpha-glucosidase (human) modulation | Potency, µM (series often up to 79.9 µM), for inactives: top-dose activity change, negative = inhibition, most hits filed as inhibitors | human spleen homogenate, 4-MU-alpha-glucoside fluorescence | P10253 | actives 0.006% (n = 240,000);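 also: 0% = enzyme with vehicle and -100% = no enzyme basal signal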
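Enzyme source: human spleen homogenate, 1 ug/well. Buffer 50 mM citric acid/K phosphate pH 5.0, 0.01% Tween-20. 4-MU-alpha-glucoside 1 mM; 37 C x 40 min; NaOH/glycine stop; fluorescence.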
GoLoco inh red: inhibitors of human Gai1-RGS12 GoLoco interaction (red fluorophore) | Gai1:RGS12 GoLoco peptide FP, rhodamine, 10 min | actives 0.44% (n = 230,000) | P63096 | Potency, µM (top dose mostly 61.6 µM), for inactives: at the top dose activity, negative = inhibition, actives largely listed as inhibitors | AID 880; active = well fitted inhibition curve with a large enough effect, not every such curve was filed as active; inactive = no such curve, though single readings can be large or run the other way; also: % is scaled to controls: 0 for no effect and ±100 for the full control effect; nearly all actives have a fitted effect of over 30% in size; many of its hits are not listed in these tables
Target sequence (P63096 whole entry, looked up): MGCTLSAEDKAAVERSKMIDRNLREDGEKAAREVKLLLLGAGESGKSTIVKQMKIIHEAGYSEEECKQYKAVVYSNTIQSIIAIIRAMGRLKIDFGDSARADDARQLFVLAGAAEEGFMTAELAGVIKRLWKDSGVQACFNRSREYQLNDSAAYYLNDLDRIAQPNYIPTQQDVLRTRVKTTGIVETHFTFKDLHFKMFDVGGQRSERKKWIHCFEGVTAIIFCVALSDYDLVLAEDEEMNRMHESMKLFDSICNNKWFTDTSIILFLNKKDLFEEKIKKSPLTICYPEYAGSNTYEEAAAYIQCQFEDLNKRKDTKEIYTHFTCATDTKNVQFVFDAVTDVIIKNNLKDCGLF
An asterisk follows results filed as active; u = inconclusive; x = no result given; & = joins results of further samples; [ ] = remark or other dose. Unless noted, calls follow the shape of the dose curve; as a rule, active = well fitted curve in the direction sought with a large enough effect; inconclusive = small, poorly fitted or top-dose-only effect, or another doubt; inactive = no such curve, though single readings can be large; an effect the other way counts as inactive or inconclusive. Potency is read from the fitted curve at half-maximal effect.

SMILES	HTT aggregate	GAA inh	HTT cytoprotect	GAA glycogen mod	IMPase Li cell	GAA spleen mod	GoLoco inh red
N#CC1=C(N)Oc2c(c(=O)oc3ccccc23)C1c1ccccc1OC(=O)c1cccs1 (stereo unspecified)	14.9%	-11.4%	4.8%[10 µM]	16.2%	-8.3%	-2.7%	1.7%
C=CCN1C[C@H](C)N([C@H](c2ccc(C(=O)N(CC)CC)cc2)c2cccc(OC)c2)C[C@H]1C	21.7%	x	-42.5%&-0.5%[inhibitor]	x	16.3%&28.7%	-3.0%&10.3%	2.7%&21.0%
Oc1ccc2c3c1O[C@H]1c4[nH]c5ccccc5c4C[C@]4(O)[C@H](C2)N(CC2CC2)CC[C@@]314	x	x	-16.7%	x	9.8%	1.7%	-4.0%
O=[N+]([O-])c1ccc(C2C3C(c4ccccc4)=NC4(CCCC4)N32)cc1 (stereo unspecified)	-17.2%	-4.7%	8.5%[10 µM]	-1.3%	21.6%	2.4%	-12.1%
O=C(NC1CN2CCC1CC2)c1ccc(-c2ccc([N+](=O)[O-])cc2)o1 (stereo unspecified)	5.7%	4.1%	8.8%[10 µM]	4.0%	10.1%	4.1%	0.8%
CNC(=O)OCCc1n(C)cc[n+]1C	7.4%	-0.1%	-9.6%[10 µM]	8.4%	-0.1%	2.9%	1.58µM*
O=[N+]([O-])c1ccc(C2[C@H]3C(c4ccccc4)=NC4(CCCCC4)N23)cc1 (stereo partly specified)	6.7%	-8.3%	-2.6%[10 µM]	6.9%	20.4%	-3.3%	10.3%
CC12CC[C@H]3[C@@H](CCC4(O)C[C@H](O)CCC34/C=N/NC(=O)c3ccccc3Cl)C1(O)CCC2C1=CC(=O)OC1 (stereo partly specified)	-2.7%[9.22 µM]	x	-3.5%[10 µM]	-1.9%	x	-6.8%	1.7%
COc1ccc(CN2C(=O)CC(=O)NC2=O)cc1	9.4%	7.8%	-0.4%	-0.2%	x	-2.7%	x
Cc1cc(S(=O)(=O)NCC(C)C)ccc1OCC(=O)N1CCN(Cc2ccccc2)CC1	-7.1%	-10.7%	-18.2%	6.3%	30.1%[activator][38.3 µM]	-9.8%	-2.5%
C=C(COC(=O)CCC(=O)O)CC1CC(O)[C@]2(C)OC3CC4OC5C[C@]6(C)O[C@]7(C)CCC8OC9C[C@]%10(C)OC%11C(C)=CC(=O)OC%11CC%10OC9C[C@@H](C)C8OC7CC6O[C@]5(C)C/C=C\C4OC3CC2O1 (stereo partly specified)	u	x	11.3%[10 µM]	0.8%	x	-0.9%	5.9%
CN(C)C(=O)Oc1ccc(Cl)c2cccnc12	1.6%	u	-24.1%	4.5%	-5.6%	-1.1%	0.3%
Cc1ccsc1-c1nc(CSCC(=O)N2CCC3(CC2)OCCO3)c(C)o1	u	-1.6%	1.9%	-1.3%	5.2%[38.3 µM]	-10.6%	8.5%
Cc1c(C=O)c2ccccc2n1Cc1ccccc1F	-11.6%[9.22 µM]	-1.0%	2.8%[10 µM]	7.5%	4.6%	1.7%	-3.4%
O=C(c1ccc(-c2ccccc2)cc1)C1CCCN(Cc2ccn[nH]2)C1 (stereo unspecified)	-11.6%[9.22 µM]	3.2%	12.1%[10 µM]	17.8%	13.0%	6.6%	9.1%
CNC1C2CN3CCC(O2)C13 (stereo unspecified)	x	x	-25.5%[1.9 µM]	x	12.5%	12.9%	0.5%
O=C(C1CC(=O)N(C2CCCCCCC2)C1)N1CCC2(CC1)OCCO2 (stereo unspecified)	6.4%	-1.5%	-15.4%	0.9%	-12.3%[38.3 µM]	-8.1%	-3.4%
CCOC(=O)C/C(C)=N/NC(=O)COc1ccccc1C	u	3.8%	37.2%[10 µM]	-1.2%	x	-5.2%	x
C=CCSSCC=C	x	x	-42.9%[inhibitor]	x	-3.1%	24.8%	-3.0%
CN(C)C(=O)On1c(-c2ccccc2)nc2ccc(Cl)cc21	21.7%	-0.7%	-19.9%	5.2%	20.7%[38.3 µM]	-1.1%	-4.8%

Overlap with the part before: five entries, then new ones.
SMILES	HTT aggregate	GAA inh	HTT cytoprotect	GAA glycogen mod	IMPase Li cell	GAA spleen mod	GoLoco inh red
CNC1C2CN3CCC(O2)C13 (stereo unspecified)	x	x	-25.5%[1.9 µM]	x	12.5%	12.9%	0.5%
O=C(C1CC(=O)N(C2CCCCCCC2)C1)N1CCC2(CC1)OCCO2 (stereo unspecified)	6.4%	-1.5%	-15.4%	0.9%	-12.3%[38.3 µM]	-8.1%	-3.4%
CCOC(=O)C/C(C)=N/NC(=O)COc1ccccc1C	u	3.8%	37.2%[10 µM]	-1.2%	x	-5.2%	x
C=CCSSCC=C	x	x	-42.9%[inhibitor]	x	-3.1%	24.8%	-3.0%
CN(C)C(=O)On1c(-c2ccccc2)nc2ccc(Cl)cc21	21.7%	-0.7%	-19.9%	5.2%	20.7%[38.3 µM]	-1.1%	-4.8%
COC(=O)C1C2c3ccccc3OC1(C)N=c1s/c(=C/c3cn(C)nc3C)c(=O)n12 (stereo unspecified)	-11.8%	-2.3%	-1.6%	7.2%	x	-6.2%	x
COc1cc(OC)c2c(c1)OC(c1ccc(OC)c(OC)c1)C(O)C2 (stereo unspecified)	x	x	-56.2%[inhibitor]	x	27.7%	11.7%	-2.3%
Cc1cc(C=O)c(C)n1CC1CCCO1 (stereo unspecified)	12.8%	-1.9%	8.2%	4.5%	7.7%[38.3 µM]	-3.4%	15.5%
Oc1cc2c(cc1O)[C@H]1c3ccccc3CN[C@@H]1CC2	x	-6.5%[15.4 µM]	-4.6%[1.9 µM]	2.51µM*	x	7.1%	-23.1%
CCOC(=O)c1cc2c(cn1)[nH]c1ccccc12	-15.2%	10.0%[15.4 µM]	-12.4%&-14.2%	-5.0%	3.7%&4.0%&-0.5%	4.5%&10.8%&6.6%	1.2%&4.5%&11.4%
Cc1cc(NCCN)nc2ccccc12	-13.6%	3.2%	-9.5%	4.9%	10.9%[38.3 µM]	0.0%	10.6%
C=CCn1c(O)c(C(C)=NC2CC2)c(=O)[nH]c1=O	23.5%	-3.3%	15.0%	2.6%	6.4%[38.3 µM]	-2.4%	-0.5%
COc1ccc(NP(=O)(Nc2ccc(OC)cc2)Oc2ccccc2)cc1	u	-0.4%	4.1%[10 µM]	-6.7%	x	-17.1%	x
c1ccc2c(CNC3CCCCC3)c[nH]c2c1	11.2µM*	-3.9%	-121.9%[inhibitor]	28.9%	-4.0%[38.3 µM]	4.1%	1.2%
OC[C@@H]1CCCN2CCCC[C@@H]12	x	x	24.0%[1.9 µM]	x	9.0%	4.2%	7.0%
Nc1nc(N)c(N=Nc2ccc([As](=O)(O)O)cc2)c(=O)[nH]1	x	x	12.2%[10 µM]	x	4.3%	x	0.1%[14.2 µM]
CCN(C(=O)Oc1ccccc1)c1ccc(C(O)(C(=O)OC)C(F)(F)F)cc1 (stereo unspecified)	-7.5%	0.9%	-15.4%[10 µM]	-3.9%	2.7%	0.6%	1.1%
COc1ccc(CCN(C)Cc2c(F)cccc2F)cc1OC	1.0%	-8.2%	-13.0%	0.2%	-4.2%[38.3 µM]	3.8%	2.0%
COc1cc(/C=C2/C(=O)NC(=O)N(c3ccc(C)cc3)C2=O)cc(OC)c1OC	13.8%[9.22 µM]	x	u	2.0%	x	-16.6%	-16.4%
CC1(CCl)CN1S(=O)(=O)c1ccccc1 (stereo unspecified)	9.6%[9.22 µM]	x	8.2%[10 µM]	1.0%	x	-5.3%	-4.3%
CN(CC(=O)N[C@H](CO)Cc1ccccc1)C(=O)[C@H](CCS(C)=O)NC(=O)[C@@H](N)Cc1ccc(O)cc1 (stereo partly specified)	x	x	-3.0%	x	1.8%	-1.5%	1.5%
CCCCc1nc2ccccc2c(=O)n1-c1ccccc1[N+](=O)[O-]	-3.6%	-2.0%	-30.4%	-3.6%	-4.8%[38.3 µM]	-12.9%	-4.8%
CN1CCC(C)(O)C2CCCCC21 (stereo unspecified)	-15.4%	3.4%	-28.9%	-8.3%	u	x	-4.7%
CC(=O)c1c(C)n(CCCOC(C)C)c2ccc(O)cc12	-13.2%	-8.4%	-3.4%	u	4.2%[38.3 µM]	1.5%	-3.6%
Cc1cccc(N=Cc2c(O)n(-c3ccccc3C)c(=O)[nH]c2=O)c1	16.6%	-6.8%	-2.2%[10 µM]	16.1%	-1.3%[38.3 µM]	-5.9%	76.1%[activator]

Single values from above.
HTT aggregate with CC1(CCl)CN1S(=O)(=O)c1ccccc1 (stereo unspecified) reads 9.6%[9.22 µM]
HTT cytoprotect with CN(C)C(=O)Oc1ccc(Cl)c2cccnc12 reads -24.1%
GAA spleen mod with CCOC(=O)C/C(C)=N/NC(=O)COc1ccccc1C reads -5.2%

Later entries:
SMILES	HTT aggregate	GAA inh	HTT cytoprotect	GAA glycogen mod	IMPase Li cell	GAA spleen mod	GoLoco inh red
COc1cccc(O)c1CN1CCCC(C(=O)c2sccc2C)C1 (stereo unspecified)	-1.1%[9.22 µM]	8.5%	8.3%[10 µM]	11.4%	17.8%	-5.3%	13.7%
O=C1NC(=O)C2(Cc3c(nc4ccccn4c3=O)N3CCCCCC32)C(=O)N1Cc1ccccc1 (stereo unspecified)	-22.3%	0.0%	5.1%[0.074 µM]	-0.3%	-8.1%[38.3 µM]	8.5%	7.3%
COc1cc(NC(=O)CN2C3CCC2CC(O)(c2cccnc2)C3)cc(OC)c1 (stereo unspecified)	21.3%	-7.0%	2.6%	11.4%	41.4%[activator][38.3 µM]	-0.8%	-4.0%
COc1ccc([N+](=O)[O-])cc1N=Cc1c(O)n(CCc2ccccc2)c(=O)n(C(C)C)c1=O	-1.2%	u	x	-3.1%	7.8%	0.2%	-2.4%

A portion of the library (hit frequency here may not be typical).
